# Pf growth 96h = inhibits malaria parasite growth, 96 h; P. falciparum luciferase reporter growth, 96 h; Potency, µM (top dose mostly 28.7 µM), for the others: top-dose activity change, negative = inhibition, actives largely listed as inhibitors; hit rate 6.9% among 320,000; AID 504834; further: potency means the concentration at half of the fitted maximal effect; on the % scale 0 is the no-effect control and ±100 the full control effect
#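 Two-generation exposure (96 h) targets delayed-death phenotype. Reporter parasites carrying integrated firefly luciferase, in red cells at 2% hematocrit and 0.05% parasitemia final, kept at 37 C, 5% CO2; luminescence loss indicates inhibition.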
# Shiga toxin inh = Shiga toxin inhibition. Vero cells, Shiga toxin protein synthesis inhibition reporter. inhibition, % at 38.7 µM. hit rate 9.2% among 290,000. AID 2315; in the data active means inhibition mostly above about 28%, no sharp cut-off; inactive means mostly below about 43%; further: 0% is about no effect
# CHX counter = affects cycloheximide protein synthesis inhibition readout, counter-screen; max response, %; hit rate 12% among 300,000; cell reporter, cycloheximide protein synthesis inhibition counterscreen; in the data active means max response mostly above about 13%, no sharp cut-off; inactive means mostly below about 14%; further: read at 38.3 µM for the half of the compounds with a filed dose; 0% is about no effect
# LmPK inh = inhibitors of Leishmania mexicana pyruvate kinase. Q27686. purified LmPK, Kinase-Glo ATP luminescence, 1 h. Potency, µM (top dose mostly 57.5 µM), for the others: at the top dose activity change, negative = inhibition, actives largely listed as inhibitors. hit rate 0.37% among 290,000. AID 1721; further: potency means the concentration at half of the fitted maximal effect; on the % scale 0 is the no-effect control and ±100 the full control effect
# Target sequence (Q27686 whole entry, looked up): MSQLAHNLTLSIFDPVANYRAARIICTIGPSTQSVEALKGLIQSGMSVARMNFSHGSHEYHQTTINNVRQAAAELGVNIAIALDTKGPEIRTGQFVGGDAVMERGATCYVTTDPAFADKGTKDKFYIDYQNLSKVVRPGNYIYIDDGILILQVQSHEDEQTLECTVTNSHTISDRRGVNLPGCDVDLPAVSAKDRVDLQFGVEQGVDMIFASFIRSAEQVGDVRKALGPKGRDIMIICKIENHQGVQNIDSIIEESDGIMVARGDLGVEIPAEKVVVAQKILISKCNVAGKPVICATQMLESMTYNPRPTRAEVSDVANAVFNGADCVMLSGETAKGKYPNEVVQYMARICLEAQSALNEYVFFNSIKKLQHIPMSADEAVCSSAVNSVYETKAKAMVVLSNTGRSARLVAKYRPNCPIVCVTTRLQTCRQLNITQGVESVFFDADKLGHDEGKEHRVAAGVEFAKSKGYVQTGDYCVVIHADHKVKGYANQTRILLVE
#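 Pyruvate kinase activity monitored as ATP production (luciferase luminescence). Conditions: 0.1 nM enzyme, 0.5 mM PEP, 0.1 mM ADP, 1 h, RT; normalized against uninhibited and no-enzyme wells.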
# Pf growth 48h = inhibits P. falciparum growth in the first generation, 48 h. P. falciparum luciferase growth in erythrocytes, 48 h. hit rate 5.9% among 310,000. AID 504832. Potency, µM (series often up to 28.7 µM), for the others: at the top dose activity change, negative = inhibition, hits mostly inhibitors; further: potency means the concentration at half of the fitted maximal effect; on the % scale 0 is the no-effect control and ±100 the full control effect
#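 First compound was added to culture medium, then infected red cells at 0.1% parasitemia and 2% hematocrit (final). After incubation at 37 C under 5% CO2, luciferase detection reagent was dispensed and light output recorded.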
# TbPYK inhibitor = inhibitors of Trypanosoma brucei pyruvate kinase | Q57TT1 | TbPYK enzyme, Kinase-Glo Plus ATP luminescence, 45 min | Potency, µM (highest dose often 76.8 µM), for inactives: at the highest dose activity, negative = inhibition, usual class: inhibitors | hit rate 0.12% among 410,000; further: potency means the concentration at half of the fitted maximal effect; on the % scale 0 is the no-effect control and ±100 the full control effect; nearly all actives have a fitted effect of over 50% in size
#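 Luminescence from Kinase-Glo Plus, added after a 45-minute room-temperature reaction, served as the end-point read-out. The enzyme and substrate were preincubated with compound before ADP (130 uM final) initiated turnover. Concentration-effect curves came from normalized qHTS data.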
# AMA1 RON2 block = disrupts binding of P. falciparum AMA1 to RON2. hit rate 0.2% among 360,000. AlphaScreen AMA1-biotinylated RON2 peptide binding. Potency, µM (highest dose often 58.2 µM), inactives show at the highest dose activity change, negative = inhibition, most hits filed as inhibitors;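 further: potency means the concentration at half of the fitted maximal effect; 0% = vehicle wells and -100% = peptide control; nearly all actives have a fitted effect of over 45% in size; some results filed as inactive show a strong effect at the top dose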
#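 AMA1 (3D7) with his tag at 25 nM final met compounds first, then biotinylated RON2 peptide at 25 nM; detection used donor plus acceptor beads, 10 µg/mL apiece, read by AlphaScreen after 30 min at room temperature.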
# * = called active by the depositor; ? = inconclusive; · = not tested or not shown; [ ] = dose if it differs, or a comment. Unless noted, the call rests on the fitted dose curve; in most records, active means well fitted curve in the direction sought with a large enough effect; inconclusive means small, poorly fitted or top-dose-only effect, or another doubt; inactive means no such curve, though single readings can be large; an effect the other way counts as inactive or inconclusive.
SMILES,Pf growth 96h,Shiga toxin inh,CHX counter,LmPK inh,Pf growth 48h,TbPYK inhibitor,AMA1 RON2 block
COc1ccc(CCN2CC(C(=O)NCCN3CCNC3=O)CCC2=O)cc1 (configuration not stated),?,1,7,-2%,29%,0%,-4%
Cc1cnc(C(=O)OCC(=O)N2CCN(C(=O)c3ccco3)CC2)cn1,5.2µM*,1,-1,0%,-1%,7%,-2%
O=C(Nc1ccncc1)c1ccccc1Cl,?,37*,13,-6%,35%[activator],2%,12%
Cn1c(=O)c(-c2cc(Br)ccc2N)nc2ccccc21,-24%,60,33*,4%,·,-19%,-18%
Cc1c(NS(=O)(=O)c2ccc3c(c2)OCCO3)cccc1-c1nc2cccnc2s1,?,2,16,4%,-14%,-4%,-7%
Cc1ccc(OCC(=O)N(Cc2ccco2)c2c(N)n(Cc3ccccc3)c(=O)[nH]c2=O)cc1C,-13%,·,·,·,0%,0%,-8%
O=C(NCCc1cn2ccccc2n1)c1ccccc1F,11%,14,-2,4%,45%[activator],9%,0%
CC1=CCC2C(=O)N(c3ccc(C(=O)N4CCCCCC4)cc3)C(=O)C2C1 (configuration not stated),-16%,21,-2,10%,·,-7%,6%
CC(=O)N1CCc2cc(S(=O)(=O)NCc3ccc(C)cc3)ccc21,?,6,7,-9%,28%,-4%,-8%
COc1ccc2cc(C(=O)C3CCCN(C(=O)c4cc5nc(C)cc(C)n5n4)C3)ccc2c1 (configuration not stated),24%,20,2,5%,12%,-1%,-3%
COc1ccc(CCNC(=O)CS(=O)(=O)c2cn(CC(=O)N3CCOCC3)c3ccccc23)cc1OC,12%,-3,-4,11%[11.5 µM],4%,-20%,1%
COC(=O)c1sc(-c2ccc(C(C)(C)C)cc2)cc1NC(=O)/C=C/C(=O)O,?,108*,46*,1%,-65%,-3%,5%
Cc1ccc(S(=O)(=O)N2CCc3ccccc3C2)cc1C,9%,-7,-1,-1%,16%,-6%,14%
CCc1nc(SCC(=O)N2CCOCC2)c2c(=O)n(C)c(=O)n(C)c2n1,-22%,10,6,-1%,26%,-3%,-1%
COc1ccc(NC(=O)CN(C)Cc2cccs2)cc1Cl,-28%,21,12,6%,?,1%,13%
O=C(NCCOC(=O)c1ccncc1)c1ccccc1,3%,21,-3,1%,13%,1%,39%[activator]
CS/C(=C\[N+](=O)[O-])Nc1ccc(OC(F)(F)F)cc1,2%,-9,12,1%,-11%,-7%,-1%
COCCOC(=O)C1=C(C)Nc2nc(C)nn2C1c1ccccc1 (configuration not stated),-14%,-5,-3,-5%,4%,-2%,-4%
C=CC1C(N2CCOCC2)C(C)(C)S1(=O)=O (configuration not stated),·,20,-3,5%,5%,-21%,-13%
Cc1ccccc1OCCOc1ccc([N+](=O)[O-])cc1/C=N/n1cnnc1,-4%,-4,-3,-4%,7%,-4%,-1%

# Random excerpt: 2 entries already listed.
SMILES,Pf growth 96h,Shiga toxin inh,CHX counter,LmPK inh,Pf growth 48h,TbPYK inhibitor,AMA1 RON2 block
Cc1ccc(OCC(=O)N(Cc2ccco2)c2c(N)n(Cc3ccccc3)c(=O)[nH]c2=O)cc1C,-13%,·,·,·,0%,0%,-8%
COc1ccc2cc(C(=O)C3CCCN(C(=O)c4cc5nc(C)cc(C)n5n4)C3)ccc2c1 (configuration not stated),24%,20,2,5%,12%,-1%,-3%

# Later entries
SMILES,Pf growth 96h,Shiga toxin inh,CHX counter,LmPK inh,Pf growth 48h,TbPYK inhibitor,AMA1 RON2 block
O=C(C(=O)N1CCOCC1)c1cn(Cc2ccccc2Cl)c2ccccc12,-9%,-4,-1,2%,-20%,-2%,-4%
COc1ccc(CC(=O)N2CCN(c3cccc(Cl)c3)CC2)cc1OC,?,-7,-5,9%,?,1%,7%
CC(=O)[C@H]1[C@@H]2C(=O)N(c3cccc(Cl)c3)C(=O)[C@@H]2[C@H]2c3ccccc3C=CN21,3%,13,11,8%,?,-3%,7%
Cc1ccc(OCCNC(=O)c2cncc(Br)c2)cc1C,44%[activator],-12,-3,-1%,4%,2%,8%
CC(C(=O)O)C1SC(=O)NC1=O (configuration not stated),11%,-13,-1,5%,·,4%,-17%
O=C1c2ccccc2C(O)N1c1ccc(Cl)cc1 (configuration not stated),?,26,-1,-2%,·,-3%,-2%
O=C(Cc1ccccc1C(=O)O)Nc1cccc2ccccc12,3%,17,9,3%,3%,2%,-2%
N#CC1=C(N)N(c2ccc(Br)cc2)C2=C(C(=O)CCC2)C1c1cccnc1 (configuration not stated),2%,-1,6,5%,?,0%,59%[activator]
O[C@@H](CNC[C@H](O)c1ccccc1)c1ccccc1,9.3µM*,-4,2,-1%,9.3µM*,-9%,17%
Cc1nn(-c2ccccc2)c(C)c1/C=N/NC(=O)c1cc(C2CC2)[nH]n1,?,-1,14*,0%,-28%,-2%,4%
Cc1cccc(C(=O)NCC(=O)N2CCOCC2)c1,14%,8,23*,4%,-10%,-3%,2%
CC1CCCCC1NC(=O)CN(C)S(=O)(=O)c1cccc2nsnc12 (configuration not stated),-6%,-1,-2,-1%,7%,-3%,10%
O=C(Cc1ccccc1)Nc1ccc2oc(-c3cccnc3)nc2c1,·,34*,21,0%,-29%,-3%,-6%
Cc1c(Cl)cccc1NC(=S)N1CCC(N(C)CC2CCCO2)CC1 (configuration not stated),6.6µM*,-13,-2,-9%,4%,-3%,2%
O=C(CNS(=O)(=O)c1ccccc1)N/N=C/c1ccncc1,?,·,·,·,?,3%,11%
CC(C)(C)c1ccc(-c2nc3n(c(=O)c2C#N)CCS3)cc1,?,21,13,7%,13%,0%,-5%
Clc1cccc(NC2=NCCC2)c1,·,-12,0,-11%,8%,-7%,4%
Brc1ccc2nc3c(n2c1)CCCC3,19%,9,14,-4%,-5%,1%,0%
NC(=O)NCc1ccccc1,74%[activator],-5,1,-4%,67%[activator],1%,23%
CCOC(=O)C1CCCN(C(=O)c2cc3nc(-c4ccc5c(c4)OCO5)cc(C(F)(F)F)n3n2)C1 (configuration not stated),5%,-13,-3,3%,5%,8%,5%

# Sorted by SMILES length (rising): part of the list above
SMILES,Pf growth 96h,Shiga toxin inh,CHX counter,LmPK inh,Pf growth 48h,TbPYK inhibitor,AMA1 RON2 block
CC(C(=O)O)C1SC(=O)NC1=O (configuration not stated),11%,-13,-1,5%,·,4%,-17%
O=C(Nc1ccncc1)c1ccccc1Cl,?,37*,13,-6%,35%[activator],2%,12%
O=C(NCCc1cn2ccccc2n1)c1ccccc1F,11%,14,-2,4%,45%[activator],9%,0%
Cc1cccc(C(=O)NCC(=O)N2CCOCC2)c1,14%,8,23*,4%,-10%,-3%,2%
COc1ccc(NC(=O)CN(C)Cc2cccs2)cc1Cl,-28%,21,12,6%,?,1%,13%
Cn1c(=O)c(-c2cc(Br)ccc2N)nc2ccccc21,-24%,60,33*,4%,·,-19%,-18%
O[C@@H](CNC[C@H](O)c1ccccc1)c1ccccc1,9.3µM*,-4,2,-1%,9.3µM*,-9%,17%
COCCOC(=O)C1=C(C)Nc2nc(C)nn2C1c1ccccc1 (configuration not stated),-14%,-5,-3,-5%,4%,-2%,-4%
O=C(Cc1ccccc1)Nc1ccc2oc(-c3cccnc3)nc2c1,·,34*,21,0%,-29%,-3%,-6%
CC(C)(C)c1ccc(-c2nc3n(c(=O)c2C#N)CCS3)cc1,?,21,13,7%,13%,0%,-5%
CC1CCCCC1NC(=O)CN(C)S(=O)(=O)c1cccc2nsnc12 (configuration not stated),-6%,-1,-2,-1%,7%,-3%,10%
COc1ccc(CCN2CC(C(=O)NCCN3CCNC3=O)CCC2=O)cc1 (configuration not stated),?,1,7,-2%,29%,0%,-4%
Cc1cnc(C(=O)OCC(=O)N2CCN(C(=O)c3ccco3)CC2)cn1,5.2µM*,1,-1,0%,-1%,7%,-2%
CCc1nc(SCC(=O)N2CCOCC2)c2c(=O)n(C)c(=O)n(C)c2n1,-22%,10,6,-1%,26%,-3%,-1%
N#CC1=C(N)N(c2ccc(Br)cc2)C2=C(C(=O)CCC2)C1c1cccnc1 (configuration not stated),2%,-1,6,5%,?,0%,59%[activator]
COC(=O)c1sc(-c2ccc(C(C)(C)C)cc2)cc1NC(=O)/C=C/C(=O)O,?,108*,46*,1%,-65%,-3%,5%
COc1ccc2cc(C(=O)C3CCCN(C(=O)c4cc5nc(C)cc(C)n5n4)C3)ccc2c1 (configuration not stated),24%,20,2,5%,12%,-1%,-3%
COc1ccc(CCNC(=O)CS(=O)(=O)c2cn(CC(=O)N3CCOCC3)c3ccccc23)cc1OC,12%,-3,-4,11%[11.5 µM],4%,-20%,1%
CCOC(=O)C1CCCN(C(=O)c2cc3nc(-c4ccc5c(c4)OCO5)cc(C(F)(F)F)n3n2)C1 (configuration not stated),5%,-13,-3,3%,5%,8%,5%
CC(=O)[C@H]1[C@@H]2C(=O)N(c3cccc(Cl)c3)C(=O)[C@@H]2[C@H]2c3ccccc3C=CN21,3%,13,11,8%,?,-3%,7%

# Later entries.
SMILES,Pf growth 96h,Shiga toxin inh,CHX counter,LmPK inh,Pf growth 48h,TbPYK inhibitor,AMA1 RON2 block
Cc1ccn(CC(C)C(=O)O)n1 (configuration not stated),159%[activator],18,-1,2%,-45%,1%,-10%
O=C(Nc1cccc(S(=O)(=O)NC2=NCCC2)c1)c1cc(F)c(F)c(F)c1F,25%,·,·,·,13%,-15%,0%
O=C(Nc1ccccc1C(=O)NC(Cc1c[nH]c2ccccc12)C(=O)O)c1ccccc1 (configuration not stated),-29%,1,0,1%,-22%,1%,-12%
O=C(O)CCN1CC2([N+](=O)[O-])C=CC(=O)C([N+](=O)[O-])(C1)C2CC(=O)c1ccccc1 (configuration not stated),4%,20,-3,-4%,-4%,-25%,18%
Cc1ccc(-c2cn3c(n2)CCCC3)cc1,32%[activator][5.75 µM],49,20,-2%,17%,-1%,12%
CN1CCN(c2ccc([N+](=O)[O-])cc2NC(=O)c2ccco2)CC1,-7%,-35,-4,-14%,-14%,-3%,8%
COCCN(C(=O)c1ccco1)c1nnc(-c2ccc(OC)cc2)s1,?,10,16,-2%,73%[activator],-6%,3%
CN(C)N1C(N)=C(C#N)C(c2ccccc2)C2=C1CCCC2=O (configuration not stated),34%[activator],-4,-2,2%,-17%,2%,-14%
CSCCC(NC(=O)c1ccco1)C(=O)N(C)CC(=O)Nc1c(Cl)cccc1Cl (configuration not stated),7%,·,·,·,8%,4%,13%
CCOP(=O)(c1ccccc1Cl)C1(O)CCCCC1 (configuration not stated),-1%,-5,-5,-4%,-4%,5%,5%
O=C1c2ccccc2C(=O)N1c1nc2nccc(-c3ccccc3)n2n1,·,-9,-4,3%,30%[activator],0%,25%
Cc1cccc(NC(=O)NCC(F)(F)F)n1,0%,-9,-3,5%,·,-4%,-5%
CCOC(=O)c1c(NC(=O)CNCCO)sc(C)c1C,?,-17,-9,-1%,-2%,-10%,16%
O=C1CN(C(=O)COC(=O)c2cccnc2Cl)c2ccccc2N1,10%,-6,2,-18%,36%[activator],2%,-19%
O=c1c2ccccc2nc(SCc2cc(F)cc3c2OCOC3)n1Cc1ccco1,7%,-2,-1,-6%,6%,-3%,-3%
CCOC(=O)N1CCN(S(=O)(=O)c2ccc3c(c2)CC(C)N3C(=O)C2CC2)CC1 (configuration not stated),?,-11,1,3%,?,-7%,6%

# Screening data deposited in PubChem BioAssay by National Center for Advancing Translational Sciences (NCATS).
